Compound activity from PubChem BioAssay.
Tb PGK inh – qHTS Assay to Find Inhibitors of Phosphoglycerate Kinase | PGK/GAPDH coupled, Kinase-Glo luminescence, 60 min | Potency, µM (titrated, usually from 57.5 µM), for inactives: top-dose activity change, negative = inhibition, most hits filed as inhibitors | hit rate 0.043% among 380,000 | AID 602233, 2012; note: potency is the fitted concentration of half-maximal effect; % is set by controls: 0 for no effect and ±100 for the full control effect; nearly all actives have a fitted effect of over 60% in size
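Recombinant glycosomal PGK reaction used 1,3-bisphosphoglycerate generated in-well by GAPDH (100nM final) in 100mM TEA pH 7.6, 5mM MgCl2, 0.01% Tween-20. After 60 minutes at room temperature, ATP was read by Kinase-Glo Plus luminescence end-point.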
Pin1 inhibitor – qHTS Assay to Find Inhibitors of Pin1 | Peptidyl-prolyl cis-trans isomerase NIMA-interacting 1 (Homo sapiens), Q13526 | Pin1 FP peptide displacement, HiFluor488, 10 min | Potency, µM (titrated, usually from 115 µM), for inactives: at the highest dose activity, negative = inhibition, actives largely listed as inhibitors | hit rate 0.009% among 390,000 | AID 504891, 2011; active = well fitted inhibition curve with a large enough effect in the polarisation, with a control signal flat, not every such curve was filed as active; inconclusive = small, poorly fitted or top-dose-only effect, or effect the other way, or a change in a side signal; inactive = no such curve, though single readings can be large or run the other way; the % refers to the polarisation; note: potency is the fitted concentration of half-maximal effect; % is set by controls: 0 for no effect and ±100 for the full control effect
Target sequence (Q13526 whole entry, looked up): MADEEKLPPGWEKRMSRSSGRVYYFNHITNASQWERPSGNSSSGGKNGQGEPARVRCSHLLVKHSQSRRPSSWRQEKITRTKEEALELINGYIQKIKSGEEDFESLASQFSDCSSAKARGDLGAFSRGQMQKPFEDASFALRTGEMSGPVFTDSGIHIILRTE
IDH1 R132H inh – qHTS for Inhibitors of mutant isocitrate dehydrogenase 1 (IDH1): qHTS. AID 602179, 2012. hit rate 0.093% among 390,000. IDH1-R132H enzyme, NADPH consumption, diaphorase/resazurin fluorescence. Potency, µM (titrated, usually from 76.6 µM), inactives show at the highest dose activity change, negative = inhibition, usual class: inhibitors; note: potency is the fitted concentration of half-maximal effect; % is set by controls: 0 for no effect and ±100 for the full control effect; nearly all actives have a fitted effect of over 65% in size
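IDH1-R132H (0.5 ug/mL) preincubated 30 min with compound, then NADPH (0.016 mM) and alpha-KG (2 mM) added; 80 min at RT, pH 7.5. Remaining NADPH coupled via diaphorase/resazurin to fluorescence (540/590 nm); concentration-response curves normalized to no-enzyme control.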
USP1-UAF1 inh – Inhibitors of USP1/UAF1: Primary Screen; Ubiquitin carboxyl-terminal hydrolase 1 (Homo sapiens), O94782; recombinant USP1/UAF1, Ub-Rhodamine cleavage fluorescence; Potency, µM (top dose mostly 57.1 µM), without a hit: top-dose activity change, negative = inhibition, hits mostly inhibitors; hit rate 0.23% among 390,000; AID 743255, 2014; note: potency is the fitted concentration of half-maximal effect; % is set by controls: 0 for no effect and ±100 for the full control effect; nearly all actives have a fitted effect of over 60% in size; inactives centre near -12
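USP1/UAF1 complex (1 nM) preincubated 15 min at room temperature with compound, then Ub-Rho substrate (150 nM final) added. Kinetic fluorescence at 480/540 nm over 6 reads at 60 s intervals; 50 mM HEPES pH 7.8, 0.5 mM EDTA, 0.1 mg/ml BSA, 1 mM TCEP, 0.01% Tween-20.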
HP1b binding inh – HTS for Inhibitors of HP1-beta Chromodomain Interactions with Methylated Histone Tails; AlphaScreen HP1-beta / biotin-H3K9me3 peptide binding; Potency, µM (series often up to 114 µM), inactives show at the highest dose activity change, negative = inhibition, actives largely listed as inhibitors; Chromobox protein homolog 1 (Homo sapiens), P83916; hit rate 0.56% among 390,000; note: potency is the fitted concentration of half-maximal effect; nearly all actives have a fitted effect of over 70% in size; inactives centre near 23
Target sequence (P83916 whole entry, looked up): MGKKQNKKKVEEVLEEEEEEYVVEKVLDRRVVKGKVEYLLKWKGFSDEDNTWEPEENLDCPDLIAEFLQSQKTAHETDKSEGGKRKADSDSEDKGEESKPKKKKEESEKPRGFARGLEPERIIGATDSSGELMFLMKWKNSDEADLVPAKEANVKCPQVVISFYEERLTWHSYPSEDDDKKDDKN
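AlphaScreen: HP1-beta (50 nM) preformed 30 min with biotin-H3(1-18)K9me3 peptide (50 nM) in PBS pH 7.4, 0.01% Tween-20. Compound added for 30 min at RT, then streptavidin donor/nickel chelate acceptor beads (10 ug/mL) for 30 min.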
GLS inh – qHTS for Inhibitors of Glutaminase (GLS); Glutaminase kidney isoform, mitochondrial (Homo sapiens), O94925; GLS enzymatic activity, qHTS titration; Potency, µM (top dose mostly 45.5 µM), for the others: at the highest dose activity change, negative = inhibition, usual class: inhibitors; hit rate 0.21% among 410,000; note: potency is the fitted concentration of half-maximal effect; % is set by controls: 0 for no effect and ±100 for the full control effect
Target sequence (O94925 whole entry, looked up, canonical isoform): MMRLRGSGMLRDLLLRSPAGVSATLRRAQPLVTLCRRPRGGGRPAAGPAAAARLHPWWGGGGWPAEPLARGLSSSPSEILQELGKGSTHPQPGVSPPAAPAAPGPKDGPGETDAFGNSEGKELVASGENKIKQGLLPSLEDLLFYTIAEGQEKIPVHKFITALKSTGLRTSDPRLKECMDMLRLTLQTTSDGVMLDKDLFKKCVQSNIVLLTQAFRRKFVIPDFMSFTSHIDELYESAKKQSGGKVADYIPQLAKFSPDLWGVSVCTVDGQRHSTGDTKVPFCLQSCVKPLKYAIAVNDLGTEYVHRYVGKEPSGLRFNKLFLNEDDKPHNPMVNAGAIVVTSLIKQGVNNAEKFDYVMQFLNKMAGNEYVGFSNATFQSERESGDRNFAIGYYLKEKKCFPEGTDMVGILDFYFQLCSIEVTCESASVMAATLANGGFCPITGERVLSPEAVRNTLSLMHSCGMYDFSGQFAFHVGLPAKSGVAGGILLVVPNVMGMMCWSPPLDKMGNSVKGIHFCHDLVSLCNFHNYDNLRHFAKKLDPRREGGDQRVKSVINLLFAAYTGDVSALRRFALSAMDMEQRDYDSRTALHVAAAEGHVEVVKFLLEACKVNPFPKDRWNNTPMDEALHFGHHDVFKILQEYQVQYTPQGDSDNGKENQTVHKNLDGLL
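hKGA in 45 mM KH2PO4 pH 8.2, 0.02% Tween-20 with pin-transferred compounds; 1 mM L-glutamine (stock) plus glutamate oxidase/HRP/Amplex Red coupling added. Fluorescence read initially and after 30 min at RT.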
PI4K2A inh – qHTS for small molecular inhibitors of PI4K2A; purified PI4K2A, ADP-Glo luminescence, 1 h; stronger effect = lower value; activity change, negative = inhibition, % at 76.9 µM; hit rate 0.13% among 420,000; in the data active = activity change below about -50%; inconclusive = mostly about -30% to -49%;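 note: -100% = wells without enzyme as full effect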
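In this quantitative HTS, ADP production by PI4K2A was quantified luminescently after 1 h at ambient temperature; 100 microM adenosine served as plate-quality control.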
rTrxR1 inhibitor – qHTS Assay for Inhibitors of Mammalian Selenoprotein Thioredoxin Reductase 1 (TrxR1): qHTS | Thioredoxin reductase 1, cytoplasmic (Rattus norvegicus), O89049 | recombinant rTrxR1, NADPH fluorescence consumption, selenite substrate | Potency, µM (doses to about 114 µM), for the others: at the top dose activity change, negative = inhibition, actives largely listed as inhibitors | hit rate 1% among 390,000 | AID 588453, 2011; note: potency is the fitted concentration of half-maximal effect; % is set by controls: 0 for no effect and ±100 for the full control effect; nearly all actives have a fitted effect of over 65% in size
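Rat TrxR1 (90 nM in the dispensed reagent) was pre-reduced with 400 uM NADPH for 5 min at room temperature, then incubated with compound for 15 min. After 400 uM selenite was added, NADPH fluorescence (Ex 340/Em 450 nm) was followed for 8 min.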
TrxR1 substrate – qHTS Assay for Substrates of Mammalian Selenoprotein Thioredoxin Reductase 1 (TrxR1): qHTS; purified TrxR1 substrate turnover, NADPH consumption readout; Potency, µM (titrated, usually from 114 µM), for inactives: top-dose activity change, negative = substrate turnover; hit rate 0.01% among 390,000; AID 588456, 2011; Thioredoxin reductase 1, cytoplasmic (Rattus norvegicus), O89049; note: potency is the fitted concentration of half-maximal effect; % is set by controls: 0 for no effect and ±100 for the full control effect; nearly all actives have a fitted effect of over 50% in size
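Rat TrxR1, dispensed at 90 nM, was prereduced with 400 uM NADPH (final) for 5 min at ~22 deg C, then incubated with compound 15 min before 400 uM selenite. A first-read NADPH fluorescence drop versus no-compound background flagged substrates.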
Starred values were filed as active, the others as inactive; i = inactive; ? = inconclusive; . = not tested or not shown; & = joins results of further samples; [ ] = dose if it differs, or a comment. Unless noted, calls come from the whole dose curve; as a rule, active = well fitted curve in the direction sought with a large enough effect; inconclusive = small, poorly fitted or top-dose-only effect, or another doubt; inactive = no such curve, though single readings can be large; an effect the other way counts as inactive or inconclusive.

Molecule,Tb PGK inh,Pin1 inhibitor,IDH1 R132H inh,USP1-UAF1 inh,HP1b binding inh,GLS inh,PI4K2A inh,rTrxR1 inhibitor,TrxR1 substrate
CCOC(=O)c1oc2c(c1C)/C(=N/O)CCC2,-6%,-6%,2%,-11%,25%,22%,19,4%,1%
Nc1cccc(C(=O)Nc2ccccc2Cl)c1,0%,2%,0%,-15%,8%,11%,-3,0%,-4%
CCN(Cc1ccccc1)C(=O)c1cc(-c2ccccc2)n[nH]1,0%,-1%,7%,-17%,-3%,-12%,7,12%,0%
CC(Sc1nnc2n1CCCCC2)C(=O)Nc1cccc(S(=O)(=O)N2CCOCC2)c1 (centres undefined),0%,0%,-1%,1%,26%,4%,3,11%,4%[57.1 µM]
Cc1ccc2c(=O)c(C(=O)c3cccc(Cl)c3)cn(CC(=O)Nc3ccccc3C(F)(F)F)c2n1,-8%,36%[activator],13%,-13%,15%,-3%,-2,9%[57.1 µM],-3%[57.1 µM]
COc1ccccc1/C=C/C(=O)NNC(=O)c1cc(C)oc1C,2%,2%,3%,1%,22%,4%,4,-16%,1%
Cc1ccc(NC(=O)C2CC(c3ccc(F)cc3)=NO2)cc1 (centres undefined),-9%,-8%,1%,-10%,20%,-2%,2,9%,5%
COC(=O)c1cccc(Oc2nc3c(c(=O)n(C)c(=O)n3C)n2Cc2ccc(C)cc2)c1,-7%,-4%,0%,-14%,1%,-2%,-3,20%,-2%
CN1C(=O)CSc2ccc(NC(=O)NCc3ccccc3)cc21,-1%,6%,-2%,0%,22%,3%,-1,29%,0%
Cc1nc(NC(=S)Nc2ccccc2)sc1C,-2%,0%,-10%,-15%,5%,7%,13,?,8%
Cc1nc(C)c(-c2csc(Nc3ccc(F)cc3)n2)s1,i,2%,14%,-26%,?,0%,1,25%,4%
CC(=O)Oc1ccc(N(C(C)=O)S(=O)(=O)c2ccc(C)cc2)c2ccccc12,-2%,3%,-1%,-6%,-10%,-6%,0,10%[57.1 µM],4%[57.1 µM]
COc1c(Cl)cc(C(=O)NN)cc1Cl,2%,1%,2%,-9%,30%,0%,0,23%[57.1 µM],8%[57.1 µM]
Cc1ccc(C)c(N2CCN(c3nnnn3-c3ccccc3)CC2)c1,-4%,-5%,2%,-30%,38%,12%,3,-1%,2%
CCSc1nnc(Cc2cc(=O)[nH]c(=O)[nH]2)n1-c1cc(C)ccc1C,2%,1%,2%,-16%,40%[activator],1%,-3,2%[57.1 µM],7%[57.1 µM]
Cc1onc(-c2c(F)cccc2Cl)c1C(=O)Nc1cccc(S(=O)(=O)N2CCCCC2)c1,-5%,13%,-8%,-21%,39%[activator],1%,-1,17%,-3%
CC(=O)COC(=O)CNC(=O)c1ccc(Br)cc1,i,2%,7%,-18%,65%[activator],-9%,2,31%,8%
S=C(Nc1ccccc1)Nc1ccccn1,-1%,.,-1%,-11%,.,2%,5,.,.
O=C1CN(C(=O)CC2C(=O)NCCN2Cc2ccccc2C(F)(F)F)CCN1 (centres undefined),-4%,-15%,4%,-13%,40%[activator],3%,-1,?,-2%
CCC(CC)C1=NN2C(=N)/C(=C\c3cc(C)n(-c4cccc(C)c4)c3C)C(=O)N=C2S1,-3%,27%,3%,-19%,48%[activator],0%,-4,?,1%
CCOC(=O)c1c(S(=O)(=O)N2CCC(C(=O)Nc3ccc(OCC)cc3)CC2)c(C)n(C)c1C,11%,-18%,27%,-24%,10%,6%,-1,-1%[57.1 µM],-9%[57.1 µM]
COc1cc(C(=O)N(Cc2ccc(C)o2)C2CCS(=O)(=O)C2)cc(OC)c1OC (centres undefined),-6%,6%,-1%,-25%,30%,-4%,-3,-10%,-1%
C[C@@H]1CN([C@@H](C)CO)C(=O)CCCn2nncc2CO[C@H]1CN(C)S(=O)(=O)c1ccc2ccccc2c1,-7%,.,-1%,4%,.,3%,8,.,.
CCc1nc(C#N)c(N2CCCCC2)o1,-4%,-4%,-2%,-16%,10%,0%,4,15%,6%
Cc1ccccc1CC1(CO)CCCN(C(=O)Cc2c(F)ccc(F)c2F)C1 (centres undefined),i,3%,8%,-18%,56%[activator],3%,0,23%,2%

(list continues)
Molecule,Tb PGK inh,Pin1 inhibitor,IDH1 R132H inh,USP1-UAF1 inh,HP1b binding inh,GLS inh,PI4K2A inh,rTrxR1 inhibitor,TrxR1 substrate
CC(=O)N(c1nc(CCl)cs1)c1c(C)cc(C)cc1C,-4%,7%,-7%,-10%,42%[activator],-2%,-1,25%,0%
COc1cccc(-c2nc(CS(=O)(=O)CC(=O)NCCCN3C(C)CCCC3C)c(C)o2)c1 (centres undefined),-1%,0%,1%,-10%,36%,1%,5,-8%,-3%
O=C(NCc1ccc(Cl)cc1)C1CCCCN1S(=O)(=O)c1ccccc1 (centres undefined),i,-1%,5%,-13%,64%[activator],0%,3,11%[57.1 µM],4%[57.1 µM]
CCC(C)(C)n1nnnc1C(c1ccc(OC)c(OC)c1)N1CCN(c2ccccc2)CC1 (centres undefined),-7%,1%,6%,-10%,5%,13%,4,6%[57.1 µM],13%[57.1 µM]
COc1ccc(N2CCN(C(=O)NCc3noc4ccccc34)CC2)cc1,-7%,-3%,11%,-4%,7%,-3%,1,-6%,1%
CCC(CC)NC(=O)c1cccc([N+](=O)[O-])c1C,7%,1%,-2%,8%,50%[activator],-6%,-5,-18%,-12%
Cc1cc2oc(=O)c3c(c2cc1OCc1nn[nH]n1)CCCC3,-6%,2%,-3%,-16%,24%,10%,9,-2%,62%[activator]
CCC(=O)N1c2ccc(S(=O)(=O)NCCc3ccc(C)cc3)cc2CC1C (centres undefined),-1%,2%,-6%,-11%,-2%,4%,1,14%,-4%
O=C(COc1ccccc1)NS(=O)(=O)c1ccccc1,-7%,3%,0%,-19%,31%,-12%,0,35%,11%
O=C(Cc1noc2ccccc12)Nc1ccc2ccccc2c1,-1%,-3%,4%,-21%,29%,-2%,3,-24%,65%[activator]
CCN(CC)CCOc1ccc(/C(=C(\Cl)c2ccccc2)c2ccccc2)cc1,-9%,-8%,12%,-12%,?,13%,2&2,4%,3%
CCCC(=O)Nc1nc2n(n1)C(c1ccccc1)CC(=O)N2 (centres undefined),5%,-2%,-2%,-6%,16%,-12%,-4,12%,5%[57.1 µM]
Nc1ccc(N2CCCC2)c(S(=O)(=O)Nc2cccc(C(F)(F)F)c2)c1,0%,-4%,12%,-1%,?,?,1,-10%[57.1 µM],1%[57.1 µM]
CCN(CC(=O)Nc1c(F)cccc1F)C(=O)CCNC(=O)c1ccccc1OC,0%,2%,2%,-24%,36%,0%,3,11%,4%
COC(=O)c1cccc(CN2C(=O)SC(Nc3ccc(Cl)cc3)C2=O)c1 (centres undefined),i,0%,5%,-8%,13%,?,-1,-4%,-4%
COc1cc(C(=O)Nc2ccc(C#N)cc2)c([N+](=O)[O-])cc1OC,-4%,-5%,17%,-4%,19%,-5%,-4,21%[57.1 µM],4%[57.1 µM]

3 of the compounds above, with values under each structure:
Below each SMILES: Tb PGK inh, Pin1 inhibitor, IDH1 R132H inh, USP1-UAF1 inh, HP1b binding inh, GLS inh, PI4K2A inh, rTrxR1 inhibitor, TrxR1 substrate
CCC(C)(C)n1nnnc1C(c1ccc(OC)c(OC)c1)N1CCN(c2ccccc2)CC1 (centres undefined)
    -7%, 1%, 6%, -10%, 5%, 13%, 4, 6%[57.1 µM], 13%[57.1 µM]
COc1ccc(N2CCN(C(=O)NCc3noc4ccccc34)CC2)cc1
    -7%, -3%, 11%, -4%, 7%, -3%, 1, -6%, 1%
CCC(CC)NC(=O)c1cccc([N+](=O)[O-])c1C
    7%, 1%, -2%, 8%, 50%[activator], -6%, -5, -18%, -12%

Some of the compounds tested, so the mix of outcomes need not match the whole.
